Texas Red fluor: qHTS Assay for Spectroscopic Profiling in Texas Red Spectral Region; 59,000 tested, 0.06% active; Compound fluorescence, Texas Red channel, 547/618 nm; hits give high values; max dye-equivalent concentration, M; AID 587, 2007; in the data active means max dye-equivalent concentration above about 10 nM; inconclusive means between about 1.1 nM and that limit
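Fluorescence at ex 547/em 618 nm, normalized against an on-plate Texas Red standard series to give dye-equivalent concentration per compound concentration. Buffer 100 mM Tris, pH 8.0; 15 min RT incubation before CCD imaging.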
Luciferase inh: qHTS Assay for Inhibitors of Firefly Luciferase; purified firefly luciferase, luminescence, 8 min; 72,000 tested, 2.2% active; AID 411, 2009; Potency, µM (top dose mostly 57.1 µM), for the others: at the highest dose activity change, negative = inhibition, usual class: inhibitors; further: potency means the concentration at half of the fitted maximal effect; on the % scale 0 is the no-effect control and ±100 the full control effect; nearly all actives have a fitted effect of over 40% in size
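Here, luciferase activity is measured as luminescence following an 8 min room-temperature reaction at 10 uM ATP, pH 7.2. Every library sample is titrated.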
ERK AVP block: qHTS Assay for Inhibitors of the ERK Signaling Pathway using a Homogeneous Screening Assay. HEK293-V1b, vasopressin-stimulated pERK AlphaScreen. Potency, µM (titrated, usually from 57.5 µM), for the others: at the highest dose activity, negative = inhibition, most hits filed as inhibitors. 72,000 tested, 0.99% active; further: potency means the concentration at half of the fitted maximal effect; on the % scale 0 is the no-effect control and ±100 the full control effect; nearly all actives have a fitted effect of over 55% in size
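HEK293 cells stably expressing V1b receptor, preincubated 30 min at 37 °C with compound, then stimulated 5 min with 25 nM vasopressin. Phospho-ERK by AlphaScreen SureFire after 5 h RT; normalized to DMSO and vasopressin; AC50 by Hill fit.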
HEK293 cAMP ctrl: qHTS Assay for Agonists of the Thyroid Stimulating Hormone Receptor: Activators of Intracellular cAMP Concentrations in Parental HEK 293 | 73,000 tested, 2.5% active | Potency, µM (doses to about 57.1 µM), for inactives: at the highest dose activation, most hits filed as activators | parental HEK293 CNG cAMP sensor, membrane potential fluorescence; further: potency means the concentration at half of the fitted maximal effect; % of control where 0% means no effect; nearly all actives have a fitted effect of over 55% in size
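Counterscreen for endogenous-receptor signalling: CNG-channel HEK 293 cells report cAMP rise by membrane depolarization. After 60 min dye equilibration with 100 uM RO 20-1724, compounds incubated 30 min before bottom-read fluorescence at 590 nm.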
HADH2 inhib: qHTS Assay for Inhibitors of HADH2 (Hydroxyacyl-Coenzyme A Dehydrogenase, Type II) | AID 886, 2007 | 3-hydroxyacyl-CoA dehydrogenase type-2 (Homo sapiens), Q99714 | Potency, µM (top dose mostly 57.1 µM), without a hit: at the top dose activity change, negative = inhibition, most hits filed as inhibitors | 73,000 tested, 3.4% active | recombinant HADH2, NADH fluorescence, beta-hydroxybutyryl-CoA; further: potency means the concentration at half of the fitted maximal effect; on the % scale 0 is the no-effect control and ±100 the full control effect; nearly all actives have a fitted effect of over 60% in size; many of its hits are not listed in these tables
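20 nM HADH2 + cpd, 15 min RT; add 1 mM NAD+/90 uM beta-hydroxybutyryl-CoA; kinetic fluorescence 360/450 nm, 4 min. Tris-HCl pH 9.0, 0.01% Tween-20.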
USP2a inh: qHTS Assay for Inhibitors of Ubiquitin-specific Protease USP2a | USP2a enzymatic assay, qHTS inhibition | Potency, µM (doses to about 38.3 µM), inactives show top-dose activity change, negative = inhibition, hits mostly inhibitors | Ubiquitin carboxyl-terminal hydrolase 2 (Homo sapiens), O75604 | 60,000 tested, 0.1% active | AID 927, 2007;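 further: potency means the concentration at half of the fitted maximal effect; nearly all actives have a fitted effect of over 60% in size; plate controls were DMSO for no effect and NEM full inhibition control for full effect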
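USP2 core (20 nM final) was preincubated with compound for 30 min at RT in 20 mM Tris-HCl pH 8.0, 2 mM CaCl2, 2 mM beta-mercaptoethanol; Ub-PLA2 (20 nM) plus NBD C6-HPC (20 uM) then added, fluorescence read after 2.5 h.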
Caspase-1 inhib: qHTS Assay for Allosteric/Competitive Inhibitors of Caspase-1; Potency, µM (titrated, usually from 57.5 µM), inactives show at the top dose activity change, negative = inhibition, actives largely listed as inhibitors; Caspase-1 enzyme, Ac-WEHD-AFC fluorogenic rate; AID 900, 2007; 75,000 tested, 0.03% active; P29466;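 further: potency means the concentration at half of the fitted maximal effect; plate controls were vehicle for no effect and no substrate for full effect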
Rhodamine fluor: qHTS Assay for Spectroscopic Profiling in Rhodamine Spectral Region. max dye-equivalent concentration, M. 59,000 tested, 0.05% active. AID 594, 2007. Rhodamine-region fluorescence, 547/598 nm, Tris buffer; hits give high values; in the data active means max dye-equivalent concentration above about 11 nM; inconclusive means between about 1.1 nM and that limit
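A six-point rhodamine series on each plate calibrates the signal. Compounds sit in 100 mM Tris (pH 8.0) for 15 min at ambient temperature before imaging through 547 nm/598 nm filters.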
Fluorescein fluor: qHTS Assay for Spectroscopic Profiling in Fluorescein Spectral Region; Compound autofluorescence, 480/540 nm, fluorescein-equivalent; hits give high values; max fluorescein-equivalent concentration, M; 59,000 tested, 0.91% active; AID 593, 2007; in the data active means max fluorescein-equivalent concentration above about 10 nM; inconclusive means between about 1.1 nM and that limit
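Spectral profiling of library compounds in the fluorescein window (480 nm excitation, 540 nm emission) after 15 min at room temperature in pH 8.0 Tris (100 mM). Values are dye-equivalent concentrations.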
Tau filament bind: qHTS Assay for Tau Filament Binding; recombinant tau filaments, thioflavin S fluorescence, 15 h; filaments grown with octadecylsulfate alongside compound; Microtubule-associated protein tau (Homo sapiens), P10636; AID 596, 2007; 71,000 tested, 2% active; Potency, µM (doses to about 57.1 µM), without a hit: at the top dose activity change, negative = inhibition;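 further: potency means the concentration at half of the fitted maximal effect; on the % scale 0 is the no-effect control and ±100 the full control effect; actives lower thioflavin S fluorescence by blocking filaments or displacing dye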
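Recombinant tau protein (human, 1 uM final) plus 30 uM ODS in HEPES pH 7.4 with NaCl, DTT and thioflavine S. Compound present from the start; fluorescence at 510 nm after 15 h, 37 C.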
Caspase-7 inhib: qHTS Assay for Allosteric/Competitive Inhibitors of Caspase-7; P55210; recombinant caspase-7, Ac-DEVD-AFC fluorescence rate; Potency, µM (doses to about 57.5 µM), for inactives: at the highest dose activity change, negative = inhibition, hits mostly inhibitors; 75,000 tested, 0.02% active; active means well fitted inhibition curve with a large enough effect in the main read-out, with a control signal flat, not every such curve was filed as active; inconclusive means small, poorly fitted or top-dose-only effect, or a change in a side signal; further: potency means the concentration at half of the fitted maximal effect; % of control where 0% means no effect
The depositor's hits bear a star; i = inactive; ? = inconclusive; . = no result given; [ ] = remark or other dose. Unless noted, the call rests on the fitted dose curve; in most records, active means well fitted curve in the direction sought with a large enough effect; inconclusive means small, poorly fitted or top-dose-only effect, or another doubt; inactive means no such curve, though single readings can be large; an effect the other way counts as inactive or inconclusive.

SMILES | Texas Red fluor | Luciferase inh | ERK AVP block | HEK293 cAMP ctrl | HADH2 inhib | USP2a inh | Caspase-1 inhib | Rhodamine fluor | Fluorescein fluor | Tau filament bind | Caspase-7 inhib
COc1ccc(N2CC(C)Cn3c2nc2c3c(=O)n(Cc3ccccc3F)c(=O)n2C)c(OC)c1 (configuration not stated) | i | 1.3% | ? | 15.2% | -11.5% | 12.9% | -3.7% | i | i | 4.5% | -3.1%
O=C(Nn1c(Cc2cccs2)nc2ccccc2c1=O)c1cccs1 | i | -0.9% | -10.7% | 1.3% | 3.3% | . | -3.1% | i | i | -10.2% | 1.6%
CCOC(=O)C1CCN(C(=O)c2c(-c3c(Cl)cccc3Cl)noc2C)CC1 | i | 2.8% | 2.7% | 22.2% | 18.4% | 4.6% | -3.7% | i | i | -2.8% | 0.0%
COC(=O)c1ccc(NC(=O)c2ccccc2N(C)S(C)(=O)=O)cc1 | i | 0.0% | 0.5% | 1.0% | 11.6% | -4.4% | -0.3% | i | i | 1.0% | -1.4%
COc1ccccc1Cn1c(=O)c2ccccc2n2c(SCC(=O)N3CCCCC3)nnc12 | ? | -1.6% | 15.1% | -2.5% | 25.0% | 16.8% | 2.4% | i | i | 15.9% | -0.8%
CCOCCCNC(=O)N[C@@H](C)C(=O)OC | i | 3.9% | 2.1% | ? | -2.7% | 0.9% | 0.0% | i | i | -6.0% | -2.3%
CCCCN(CC)CCNC(=O)CN(C)S(=O)(=O)c1ccc2c(c1)c(=O)n(C)c(=O)n2C | ? | 2.0% | 2.5% | 7.9% | 7.1% | 8.5% | 0.0% | i | ? | -1.2% | -0.1%
COc1cc(C(=O)Nc2nnc(-c3sccc3C)s2)cc(OC)c1OC | i | -20.9% | -20.9% | ? | -21.5% | 13.9% | ? | i | ? | -6.7% | -21.3%
CCCCC(NC(=O)c1ccc(Cl)cc1)C(=O)O (configuration not stated) | i | -6.4% | -9.9% | 12.8% | -3.5% | -4.3% | 1.4% | i | i | 0.2% | 0.5%
C=CCn1c(SCc2ccc(C#N)cc2)nnc1-c1cccc(OC)c1 | i | 4.9% | -5.7% | 3.16µM* | 0.5% | 11.6% | -0.7% | i | i | 5.8% | 1.3%
CCOC(=O)N1CCC(Nc2nc3ccccc3nc2NS(=O)(=O)c2ccc(Cl)cc2)CC1 | i | -10.4% | -19.4% | 3.2% | -7.1% | 8.2% | -18.0% | i | ? | 68.6% | -14.4%
Cc1cc(C(F)(F)F)nn1CC(=O)N1CCCC1 | i | -0.6% | -14.9% | 5.6% | 1.3% | 3.4% | 1.0% | i | i | -3.1% | -1.7%
Cc1ccc(C2c3c(oc4ccccc4c3=O)C(=O)N2c2nnc(C(C)C)s2)o1 (configuration not stated) | . | 0.4% | -6.1% | 3.5% | -9.2% | . | -0.4% | . | . | ? | -6.9%
Clc1ccc(NC2=NCCCCC2)cc1 | i | 1.3% | -8.3% | 6.8% | -7.6% | -1.3% | -0.5% | i | ? | 8.5% | 0.6%
Cc1ccnc(SCCn2c(N3CCCCC3)nc3c2c(=O)n(C)c(=O)n3C)n1 | i | 1.4% | -25.7% | 3.3% | ? | 4.4% | -0.6% | i | i | 3.6% | -0.7%
CC1CCN(C(=O)CSc2nnc(Cc3cccn3C)n2CCc2ccccc2)CC1 | . | 2.2% | ? | 3.4% | -4.3% | . | -6.1% | . | . | 23.2% | -3.0%
Cn1c(=O)c(=O)n(C)c2cc(S(=O)(=O)N3CCc4ccccc43)ccc21 | ? | -0.7% | 4.6% | 9.3% | -3.1% | 30.0% | 0.3% | i | ? | -8.6% | -5.4%
CC1CN(c2nc(-c3ccccc3)nc3ccccc23)CC(C)O1 (configuration not stated) | . | 1.1% | ? | ? | -2.2%[11.4 µM] | -6.3%[7.66 µM] | -2.6% | . | . | -19.5%[11.4 µM] | -0.5%
O=C(c1cc(C(F)(F)F)cc(C(F)(F)F)c1)N1CCC2(CCCN(c3ccccc3)C2)CC1 | i | 1.0%[11.4 µM] | 6.1% | 8.4% | -3.1% | -0.3% | -0.6% | i | ? | -20.6% | -2.1%
COc1ccc(S(=O)(=O)N2CCC(C)CC2)cc1Br | i | 1.4% | 6.1% | 15.2% | 12.8% | -9.9% | -1.1% | i | ? | -8.4% | -2.0%
Cc1cc(C)n(-c2ccc(C(=O)NC3=NCCS3)cc2)n1 | i | -26.4% | 7.7% | -4.3% | -9.6% | -0.8% | 0.8% | i | ? | 0.7% | 1.0%
CCN1CCN(c2nc(SC)nc3sc4c(c23)CC(C)(C)OC4)CC1 | i | 0.2% | -0.1% | 1.9% | -3.6% | 27.2% | -8.7% | i | i | -0.9% | -9.6%
CCCCOc1ccc(Cl)cc1CSc1nnc(CC)n1N | i | 2.7% | -23.1% | 27.7% | 11.1% | 6.1% | -0.8% | i | i | 2.4% | 0.3%
CCN1CCN(C(=O)CN(C)S(=O)(=O)c2ccc(OC)cc2)CC1 | ? | 5.2% | -15.4% | 4.5% | 18.4% | 4.7% | 1.9% | i | i | -3.4% | -1.4%
CCC(=O)Nc1cccc(NC(=O)c2ccc3c(c2)OCO3)c1 | i | ? | -10.4% | -1.2% | 7.3% | 0.3% | 0.4% | i | i | -16.2% | 0.3%
Nc1c(N2CCCCC2)c(=O)[nH]c(=O)n1-c1ccccc1 | i | 1.3% | 1.1% | -1.5% | 9.2% | 3.5% | -1.9% | i | i | 4.4% | -1.8%
Cc1cccc(-n2c(CCN3C(=O)c4ccccc4C3=O)nc3ccccc3c2=O)n1 | i | 4.5% | -20.5% | -0.2% | 6.6% | 19.8% | -5.8% | i | ? | -8.3% | -4.3%
O=C(NCCN=C1NS(=O)(=O)c2ccccc21)c1ccc(S(=O)(=O)N2CCOCC2)cc1 | i | 2.1% | 3.5% | -1.1% | -2.7% | -1.1% | -1.5% | i | i | -6.7% | 0.2%
Cc1cc(C)n2nc(Nc3ccccc3)cc2n1 | ? | -19.6% | -28.0% | -8.7% | -17.7% | -1.0% | -0.5% | i | i | 3.7% | -3.6%
CSc1cccc(NC(=O)C2CCCN(S(=O)(=O)c3ccc(F)cc3)C2)c1 (configuration not stated) | i | -1.2% | -15.6% | -6.3% | 15.7% | 25.5% | -3.2% | i | ? | -17.2% | -5.8%
CCOC(=O)c1[nH]nc2c1C(=O)N(CC)C2=O | i | 2.6% | -3.3% | 8.0% | -12.9% | 1.7% | 0.4% | i | ? | -0.3% | -1.5%
Cc1nc2cnc(Nc3ccccc3)nc2n(C2CC2)c1=O | i | 0.8%[11.4 µM] | -3.6% | 23.1% | -0.8% | 5.0% | ? | i | ? | 35.1% | ?
O=C(O)c1sccc1S(=O)(=O)Nc1ccccc1N1CCCCC1 | . | . | -14.3% | 24.3% | ? | . | 0.2% | . | . | . | -2.8%
O=C(CSc1nnc(COc2ccccc2)o1)NCCc1ccccc1 | i | 0.9% | -11.5% | 12.1% | 5.0% | -2.7% | -1.4% | i | i | 1.4% | 0.3%
CCOc1ccccc1NC(=O)CSc1nc2cccnc2n1C | i | -4.1% | 3.7% | ? | 0.7% | -2.0% | -0.4% | i | ? | 5.7% | -1.0%
O=C(NCCN1C(=O)C2C3C=CC(C3)C2C1=O)Nc1ccccn1 (configuration not stated) | . | 0.5% | -8.0% | 6.6% | 0.7% | . | -2.0% | . | . | -1.8% | -0.3%
NCCC[C@H](N)CC(=O)N[C@H]1CNC(=O)[C@@H]([C@@H]2C[C@H](O)N=C(N)N2)NC(=O)/C(=C/NC(N)=O)NC(=O)[C@@H](CO)NC(=O)[C@@H](CO)NC1=O | i | 2.8%[25.5 µM] | -7.7%[25.7 µM] | 0.8%[25.6 µM] | -1.0%[25.6 µM] | 1.3%[17.1 µM] | -1.4%[25.7 µM] | i | ? | -5.1%[25.6 µM] | 0.2%[25.7 µM]

Bioassay records as filed in PubChem BioAssay.

Not all compounds are listed, so the mix of outcomes need not match the whole.
